Source: PubChem BioAssay (several laboratories)
L929 necroptosis – blocks zVAD induced death of L929 cells. AID 1377. viability rescue, % at 10 µM. 220,000 tested, 0.38% active. L929 zVAD necroptosis rescue, ATP luminescence, 24 h; with zVAD 60 µM;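 active = activation, scaled between plate controls, above about 75%, limit read from the data; inactive = activation under that limit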;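 also: 0% = zVAD with DMSO and 100% = DMSO alone without zVAD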
EBV gp42 inh – EBV gp42 inhibition. Fluorescence polarization binding assay, mP read-out. AID 1085. 220,000 tested, 0.42% active. Q1HVG2. inhibition, % (tested at 21.74 µM); in the data active = inhibition above about 50%
Target sequence (Q1HVG2 whole entry, looked up): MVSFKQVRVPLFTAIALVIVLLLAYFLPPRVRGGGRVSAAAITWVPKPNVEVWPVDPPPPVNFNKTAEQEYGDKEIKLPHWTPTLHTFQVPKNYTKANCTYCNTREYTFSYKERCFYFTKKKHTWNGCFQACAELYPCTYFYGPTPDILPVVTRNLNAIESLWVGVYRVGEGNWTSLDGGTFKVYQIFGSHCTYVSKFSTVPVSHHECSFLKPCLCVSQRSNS
Rad51 HR inh – Rad51 (human) homologous recombination inhibition; AID 1385; 200,000 tested, 0.085% active; hRad51 DNA strand exchange, fluorescence dequenching; Q06609; inhibition, % at 10 µM;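 active = inhibition above 40% at the single screening dose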;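 also: 0% = DMSO control wells and 100% = blanks with heterologous ssDNA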
Target sequence (Q06609 whole entry, looked up): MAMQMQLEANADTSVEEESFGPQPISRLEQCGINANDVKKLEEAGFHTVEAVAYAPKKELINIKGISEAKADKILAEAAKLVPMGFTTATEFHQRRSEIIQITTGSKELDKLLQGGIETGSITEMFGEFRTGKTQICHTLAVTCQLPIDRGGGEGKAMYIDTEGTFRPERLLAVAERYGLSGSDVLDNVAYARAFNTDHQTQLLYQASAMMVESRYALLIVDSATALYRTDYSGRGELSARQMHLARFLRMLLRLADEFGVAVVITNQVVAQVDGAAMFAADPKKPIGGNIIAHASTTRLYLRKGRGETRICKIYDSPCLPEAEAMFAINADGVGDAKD
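Test system: preformed human Rad51 ssDNA filaments. Compound dosing: single dose, 10 µM final compound. Incubation: filaments 15 min 37 °C, then compound 30 min. Technique: FRET fluorescence dequenching, excitation 485 nm, emission 520 nm. Read-out basis: percent inhibition from fluorescence, normalised to plate control and blank means. Benchmarks: plate controls and plate blanks.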
eIF4E-4G inh – blocks eIF4E binding to eIF4G | P63073+Q04637 | TR-FRET eIF4E-eIF4GI(517-606) binding, 2 h | inhibition, % at 21.7 µM | 220,000 tested, 0.37% active;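 active = inhibition above about 30%, limit read from the data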;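 also: 0% = full FRET control wells and 100% = background wells lacking eIF4GI fragment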
TNF necrop inh – inhibitors of TNF-alpha induced necroptosis in Jurkat FADD-/- cells; activation (protection from cell death), % at 10 µM; AID 463075; Jurkat FADD-/- TNF necroptosis rescue, ATP luminescence, 24 h; 0 = TNF only, 100 = no-TNF cells; 220,000 tested, 0.068% active;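 active = activation, meaning protection from cell death, of at least 50% relative to plate controls; inactive = activation below 50%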;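 also: necroptosis triggered by 40 ng/mL TNF-alpha added together with compound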
PERK inh – inhibitors of human PERK kinase; Q9NZJ5; CHO PERK-DD fusion, SEAP luminescence translation reporter; inhibition, % at 5.6 µM; 220,000 tested, 0.17% active; AID 1416;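 active = inhibition above the mean inhibition of all tested compounds plus 3 SD, set separately per screening campaign, cut at about 2.9% in these data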;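 also: PERK kinase domain activated by AP20187 dimerizer at 100 nM; 0% = DMSO with dimerizer and 100% = rapamycin at 8.4 µM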
Calpain2 inh – inhibitors of pig calpain II; AID 1236; inhibition, % at 16 µM; purified calpain II, fluorogenic peptide substrate, 30 min; 220,000 tested, 0.37% active;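 active = inhibition above about 50%, limit read from the data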
Cl transport mod – modulates chloride dependent transport by human KCC2 | Q9H2X9 | KCC2 cells, thallium flux FluoZin-2 fluorescence | B-score of Tl+ flux slope (higher = more flux/activation; lower = inhibition) at 10 µM | 190,000 tested, 2.2% active | AID 1456;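 active = thallium flux slope and its plate-corrected score both differing from the plate sample mean at a set confidence after two filtering rounds, in either direction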;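 also: slope of fluorescence scaled to starting intensity during 10 to 20 s after thallium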
Mdm2 ligase inh – blocks human Mdm2 ubiquitin ligase activity; Q00987; cell-based MDM2 ubiquitination luciferase reporter, 2 h; 0 = plate control, 100 = twice control, blank-subtracted; signal enhancement, % at 5 µM; 210,000 tested, 0.11% active; AID 1230;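 active = signal enhancement of 30% or more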;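 also: luminescence tracks abundance of the self-degrading MDM2-luciferase fusion protein; higher signal means inhibition of MDM2 E3 ligase activity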
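Assay system: stable mammalian line carrying autodegrading MDM2–luciferase fusion reporter; Input: 2000 cells in each well; Compound dosing: single-point 5 µM; Schedule: 2 h compound exposure at 37 °C; Signal: SteadyLite luciferase luminescence after 15 min room-temperature reagent incubation; Evaluation: % luminescence enhancement versus blank-corrected plate control mean; Benchmarks: plate controls and plate blanks.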
Active calls of the source: *; i = inactive; nt = no result given; [ ] = another dose, or the depositor's remark. The order is random; 3.6% or so of the library scored in one or more.

Screens in order – L929 necroptosis	EBV gp42 inh	Rad51 HR inh	eIF4E-4G inh	TNF necrop inh	PERK inh	Calpain2 inh	Cl transport mod	Mdm2 ligase inh
Cc1c(NS(=O)(=O)c2ccc(Cl)c(C(=O)OC(C)C(=O)N3CCOCC3)c2)c(=O)n(-c2ccccc2)n1C (configuration not stated)
  0.6	-11	1	-1	0.4	0.1	5	1.1	-2
O=C(Nc1cccnc1)c1ccc(S(=O)(=O)N2CCCCCC2)cc1
  2.2	-5	3	-5	0.2	-0.5	-12	-0.58	-15
CC1=CCC[C@@H]2[C@@](C)(CC/C(C)=C/C(=O)O)[C@H](C)CC[C@@]12C
  13	-3	-2	2	0.9	0.2	28	3.5*	nt
Cc1ccc(S(=O)(=O)N2CCN(S(C)(=O)=O)CC2)cc1
  0.3	nt	4	nt	0.1	0.4	nt	-0.68	nt
COc1ccc2cc3cc(C(=O)NCCN4CCN(c5ccccc5F)CC4)oc3nc2c1
  1.0	-13	nt	3	-7.8	-1.6	i	nt	-13
CCOC(=O)c1sc(C)c2c1NC1(CCCCCC1)NC2=O
  0.1	-14	16	2[fluorescence artefact?]	-0.4	0.1	-110	-0.075	-18
COc1ccc(-c2cc3nc(C)cc(C)n3n2)cc1
  -0.8	-16	-1	2[fluorescence artefact?]	0.2	0.0	-79	-0.85	-4
CCN(CC)C(=O)CSc1nc2c(sc(=S)n2-c2ccccc2)c(=O)[nH]1
  0.0	2	-7	-2	0.3	-0.5	13	0.096	-3
CC(=O)Cn1c(CN2CCCCC2)nc2ccccc2c1=O
  2.2	-13	-2	4	-0.6	0.9	-9	0.03	-5
O=C(N/N=C/C=C/c1ccccc1[N+](=O)[O-])c1ccncc1
  0.8	-3	nt	-4	-2.0	0.7	-18	-0.008	-9
O=Cc1ccc(-n2cc(C=O)c3ccccc32)cc1
  4.5	-8	2	4	-0.7	0.5	-10	-1.4	-1
CCSc1nn2c(=O)c3ccccc3nc2s1
  -0.7	-16	4	4	1.2	0.1	19	1.1	-17
COc1cc(NC(=O)COC(=O)CSc2cc(C)ccc2C)c(C)cc1[N+](=O)[O-]
  -0.3	-8	0	-3[fluorescence artefact?]	1.2	-0.4	26	0.38	-13
C=CCn1c(=NC(=O)c2sc3ccccc3c2Cl)sc2cc(S(N)(=O)=O)ccc21
  0.5	-56	6	10	1.5	0.9	-270	1.3	-4
CCOc1ccc(C(=O)NCC(C)CN(C)C)cc1OCC (configuration not stated)
  0.9	-15	6	2[fluorescence artefact?]	-1.2	1.0	-14	0.24	8
Cc1ccc(C(=O)NC(N2CCCC2)C(Cl)(Cl)Cl)cc1 (configuration not stated)
  -0.1	7	-3	2	-2.5	1.4	24	1.8	-15
c1ccc(-c2nnc(-c3ccccc3)o2)cc1
  0.2	-5	-12	1	-5.1	1.2	10	-0.092	-36
COc1ccc(OC)c(-n2c(SCC(=O)N3CCc4ccccc43)nc3c(c2=O)SCC3)c1
  -0.3	-1	-5	5	-1.5	-0.5	-94	-0.36	-11
Cc1[nH]nc2c1C(c1ccsc1)C(C#N)=C(N)O2 (configuration not stated)
  0.8	-6	-1	-11	-5.3	-0.3	-12	0.089	-1
C=CCN1CC(O)=C(c2ccccc2)C1=N
  0.5	-1	-4	2	0.9	1.8	-36	nt	-6
COc1cccc2cc(C(=O)NCC3CCCO3)c(=O)oc12 (configuration not stated)
  -0.1	-7	nt	2	-0.9	0.6	-30	-0.04	3
Oc1[nH]c2c(Cl)cc(Cl)cc2c1N=NC(=S)NCC1CCCO1 (configuration not stated)
  3.0	1	5	-4[fluorescence artefact?]	3.6	-0.5	-39	56*	-13
COc1ccccc1/C=C/C=N/n1c(-c2ccco2)n[nH]c1=S
  1.9	1	19	14	-1.3	-0.7	-20	1.5	-6
C#CCOc1nc(OCC#C)nc(OCC#C)n1
  0.4	-13	nt	-3	1.1	2.0	-2	nt	-5
COc1ccc(C(=O)NN)cc1COc1ccc(Br)cc1
  0.6	-21	-4	-3	-0.2	0.7	-28	-0.67	-13
S=c1[nH]nc(-c2cc(-c3ccccc3)n[nH]2)n1/N=C/c1ccc(Br)s1
  4.5	7	-1	6	-1.0	0.5	-2	1.5	-10
Cc1ccc(NC(=O)C2C(c3ccccc3)C2(Cl)Cl)c(C)c1 (configuration not stated)
  0.2	5	-1	-7	-3.9	1.1	34	0.45	-8
CCOC(=O)c1cnn(CCOC(=O)c2ccc(OC)cc2)c1NC(=O)c1ccc(OC)cc1
  0.6	-8	-71	2	2.7	-0.7	-29	0.28	5
COC(=O)N(NC(=O)C(O)(C(C)C)C(C)C)c1ccccc1
  -0.3	-13	nt	2	0.0	0.0	3	-1.8	-12
NC1=NC(=O)C(CC(=O)Nc2ccc3c(c2)OCO3)S1 (configuration not stated)
  3.8	9	-101	4	-1.2	0.0	-31	0.27	2
COc1ccc(-c2onc(C)c2-c2ccc(C(=O)OC(C)C)o2)c(O)c1
  0.2	-4	-1	2	-2.9	0.5	9	-1.5	-18
COc1ccc(C(=O)Nc2ccc([N+](=O)[O-])cn2)cc1OC
  0.5	1	7	12	1.6	0.1	-2	0.18	1
CCC(C(=O)NCc1ccco1)N(C(=O)CNS(=O)(=O)c1ccc(C)cc1)c1ccccc1OC (configuration not stated)
  0.7	-20	0	nt	-2.5	-0.8	-3	nt	-8
CSc1cc(C)n(-c2ccccc2)c(=S)c1C(C)=O
  0.0	4	-3	5	-2.3	0.1	16	0.11	-21
CCN(CC)C(=S)NC(=O)c1ccc(OC)c(Br)c1
  nt	-9	13	4	1.3	-0.6	8	96*	-2
O=C1CCCC/C1=N\Nc1ccc(OCc2ccccc2)cc1
  0.5	-9	14	1	-1.4	0.5	19	0.72	1
COC(=O)[C@H]1C[C@@H]1[C@H](NS(=O)(=O)c1ccc2ccccc2c1)c1ccccc1
  0.0	-1	-1	4	1.8	0.3	-3	-1.2	nt
CC1CCN(CC(=O)Nc2cc(C(F)(F)F)ccc2Cl)CC1
  0.1	-18	-4	3[fluorescence artefact?]	-2.0	1.4	-11	0.24	6
CO/N=C/NC(=O)c1c(OC)ccnc1Oc1ccccc1
  -0.1	1	0	1	-1.7	1.5	14	-0.086	-15
O=C(NCCCN1CCN(c2ccccc2F)CC1)C1CC(=O)N(C2CCCC2)C1 (configuration not stated)
  -0.2	-14	4	-7	-1.1	-1.2	-15	0.73	-12
Cn1c(CCN2CCOCC2)nc2cc(NS(=O)(=O)c3ccccc3)ccc21
  0.3	-7	-3	-2	-2.0	0.3	-4	0.55	-11
COCCOC(=O)C1=C(C)Nc2nc(C)nn2C1c1ccc(F)cc1 (configuration not stated)
  0.9	-7	-5	2	-4.5	-0.3	24	nt	2
CCCN1CCC(NC(=O)Nc2ccccc2C(=O)OC)CC1
  0.3	-6	7	7	0.3	-0.1	-23	nt	10
COc1ccc(/C=C2\N=C3CCCCCN3C2=O)cc1
  -0.1	2	-12	0	0.5	0.5	25	1.1	-16
S=c1nc(-c2cc(Cl)cc(Cl)c2)[nH][nH]1
  0.1	1	-8	2	-1.2	0.2	-2	0.37	-14
O=C(CSc1nnc(Cn2nnc3ccccc32)o1)Nc1cccc(Cl)c1
  0.2	-21	-1	2	-0.2	0.7	-19	-0.98	-13
C=CCNC(=O)c1onc(CSc2cccc3ccccc23)c1C(=O)O
  -0.1	14	-1	-2	-0.7	0.8	-7	-2.9	-9
CCOC(=O)CSc1nc2c(sc(=S)n2-c2ccccc2OC)c(=O)n1Cc1ccco1
  0.2	-8	-4	-4	0.0	-0.7	37	1.1	-26
CC(=O)c1c(C)oc2ccc(N(C(C)=O)S(=O)(=O)c3cccc4cccnc34)cc12
  0.7	-4	-18	-6	-11	-1.3	3	-1.1	-8
CC1SC(C)C(=O)N(CC(=O)Nc2ccc([N+](=O)[O-])cc2)C1=O (configuration not stated)
  1.6	-8	5	-2	1.3	0.0	-1	0.46	8
Nc1nc2c(s1)C(=O)CC(c1ccccc1)C2 (configuration not stated)
  1.2	-26	12	nt	-1.7	-0.6	23	-0.066	13
CCN(CC)CCCNC(=O)/C(=C\c1cccn1C)NC(=O)c1cccs1
  0.9	3	-2	-2[fluorescence artefact?]	0.5	0.8	7	0.8	2
COc1cc(OC)c2c(c1)OC(c1ccc(OC)c(OC)c1)C(O)C2=O (configuration not stated)
  0.8	-19	-6	-2	-0.9	0.2	6	0.82	-12
CCN1CC(CN(C)Cc2nc(-c3ccco3)oc2C)CC1=O (configuration not stated)
  0.1	-8	-19	5	-0.2	-0.1	10	-1.7	-5
O=C(Nc1ccc(F)cc1)c1ccccc1CC[N+](=O)[O-]
  -0.5	-1	4	3	-2.5	0.6	15	nt	-4
CCN(CC)C(=S)SSC(=S)N(CC)CC
  72	-12	-11	3	-23	1.4	13	1.7	nt
Cn1cnnc1Sc1cc(N2CCN(S(=O)(=O)c3ccc(Cl)c(Cl)c3)CC2)ccc1[N+](=O)[O-]
  1.2	2	0	-39[fluorescence artefact?]	-5.5	-0.3	-488	nt	-31
CS(=O)(=O)N1CC2CCCN2c2cc(C(F)(F)F)ccc21 (configuration not stated)
  0.0	1	2	4	-0.7	0.2	4	0.23	-9
N#Cc1c(NC(=O)CSc2nnc(-c3ccncc3)n2CC2CCCO2)sc2c1CCCC2 (configuration not stated)
  0.0	1	5	4[fluorescence artefact?]	-2.7	-1.5	-32	0.69	-26
Cc1ccc([N+](=O)[O-])c(C(=O)N/N=C/c2cccnc2)c1
  0.3	6	19	0	-0.6	0.8	-14	nt	-9

The listing continues.
Screens in order – L929 necroptosis	EBV gp42 inh	Rad51 HR inh	eIF4E-4G inh	TNF necrop inh	PERK inh	Calpain2 inh	Cl transport mod	Mdm2 ligase inh
CN(CCOC(=O)c1ccc2c(c1)OCCO2)Cc1ccccc1
  1.4	-8	-5	0	1.0	-0.6	-11	-1.8	-15
COc1ccc(/C=N/N2CCOCC2)cc1COc1ccc(Cl)cc1
  0.0	-7	9	12[fluorescence artefact?]	-0.7	-0.5	0	0.057	11
CC(c1cccs1)N(C(=O)Nc1ccccc1)C1CCCCC1 (configuration not stated)
  0.0	-10	2	-4	0.7	1.6	-6	-0.026	-32
O=C(NCCN1CCN(c2ccccc2F)CC1)c1cccn2c(=O)c3ccccc3nc12
  2.1	-11	-2	-2	-9.4	-1.3	-161	nt	-39
O=C(Nc1ccc(NC(=S)NC(=O)c2cccs2)cc1)c1ccco1
  3.4	-3	-8	-2	0.7	-0.5	-39	1.3	-3
